Screening results: PubChem BioAssay, several laboratories
PolyA inh: blocks polyadenylation in yeast reporter cells; AID 1875; S. cerevisiae SKY197-pL101 polyadenylation reporter, beta-gal luminescence; efflux-impaired pdr1/pdr3 knockout yeast; score 100 = 6 SD above DMSO; calls only at 12 µM; actives 0.02% (n = 300,000);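 active = lowest replicate activity score at least 50, where 100 means six control SD above control mean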;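 also: yeast exposed to compound for 9 h at 30 °C; higher score means more reporter readthrough which indicates perturbed polyadenylation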
TRPC4 agonist: activators of mouse TRPC4 channel. HEK293 TRPC4beta/mu-opioid, Fluo4 calcium fluorescence; hits give high values. actives 0.49% (n = 310,000). B-score at 10 µM. AID 2237. Q9QUQ5;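 active = B-score above 5 SD of library B-scores, and initial fluorescence ratio not above library mean plus 5 SD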;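 also: positive B-score marks a calcium rise read as TRPC4 activation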
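Material: HEK293 stable line with TRPC4beta plus mu-opioid receptor; technique: Fluo4 calcium-sensitive dye fluorescence, kinetic, 1 Hz baseline; timing: Fluo4 dye loading 45 min at room temperature, 110 s recording; controls: assay buffer as low control, maximal DAMGO as high control; read-out: integrated baseline-normalised fluorescence ratio, converted to per-well B score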
TRPC4 potent: allosterically enhances the mouse TRPC4 cation channel; AID 2227; HEK293 TRPC4beta/mu-opioid, DAMGO EC20, Fluo-4 Ca2+ flux; hits give high values; actives 0.42% (n = 310,000); Q9QUQ5; B-score at 10 µM;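 active = B-score of calcium response area above 5 SD of library B-scores, with initial fluorescence ratio within 5 SD of library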;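 also: B-score of integrated fluorescence ratio over time as area under calcium response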
MrgX1 PAM: allosterically activates human MrgX1 receptor signaling | Q96LB2 | MrgX1-HEK293, Fluo-4 calcium flux, FDSS; hits give high values | B-score at 10 µM | actives 0.63% (n = 310,000) | AID 588675;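 active = plate-corrected calcium response at least 3 library SD above typical, normal starting fluorescence, not activating the receptor alone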;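 also: compound read alongside a low EC10 to EC30 dose of BAM8-22 agonist; peak minus trough fluorescence over baseline measured at the second addition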
Target sequence (Q96LB2 whole entry, looked up): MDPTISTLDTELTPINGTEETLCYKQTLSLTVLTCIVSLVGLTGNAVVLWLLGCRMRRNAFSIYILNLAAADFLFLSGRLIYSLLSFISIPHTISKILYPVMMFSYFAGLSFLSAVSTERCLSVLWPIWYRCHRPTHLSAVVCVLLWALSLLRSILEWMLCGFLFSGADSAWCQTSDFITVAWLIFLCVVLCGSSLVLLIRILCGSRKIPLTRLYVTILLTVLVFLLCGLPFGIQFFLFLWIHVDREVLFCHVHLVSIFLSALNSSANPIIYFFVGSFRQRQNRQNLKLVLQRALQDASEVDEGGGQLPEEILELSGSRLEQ
AI-2 QS mod: modulators of Vibrio harveyi AI-2 quorum sensing system; Vibrio harveyi JMH597 AI-2 luminescence/OD600 ratio, 9 h; hits give low values; strain lacks LuxN and CqsS sensors; 0 = neutral-control median; activity change, % at 7.5 µM; actives 0.4% (n = 300,000); in the data active = activity change below about -75%, passing the limit was not always enough;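 also: luminescence divided by OD600 gain over 9 h not by final OD600 alone; inactives centre near 13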
TRPC6 activator: mouse TRPC6 channel activation | Q61143 | HEK293-TRPC6 membrane potential dye fluorescence; hits give high values | B-score at 10 µM | actives 0.13% (n = 310,000) | AID 2550;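 active = B-score of the integrated fluorescence ratio above library mean plus 3 SD, and starting fluorescence ratio within library mean plus 5 SD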;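 also: higher score means more depolarization so channel activation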
MrgX1 ag: human MrgX1 receptor agonism, primary screen. Q96LB2. MrgX1-HEK293 cells, Fluo-4 calcium fluorescence, agonist mode; hits give high values. B-score at 10 µM. actives 0.44% (n = 310,000);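 active = calcium response B-score plate-corrected fluorescence ratio at least 3 library SD, with starting fluorescence B-score inside 5 SD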
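Material: MrgX1-expressing HEK293 cells / Dosing: compound as first of three additions / Incubation: overnight seeding, then 1 h dark dye loading / Signal: Fluo-4 NW calcium fluorescence / Evaluation: B-scored fluorescence response ratio / Benchmarks: positive and negative control wells on each plate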
HIF act: HIF pathway transcriptional activation; U2OS HRE-luciferase reporter, luminescence; normalized: DMSO 0%, desferrioxamine 100%; activation, % at 7.5 µM (by protocol); actives 0.32% (n = 300,000); AID 1910;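 active = mean activation of at least 10% of the iron chelator positive control signal, with at least half of replicates also reaching 10%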
TRPC6 inhibitor: inhibitors of mouse TRPC6 channel; Q61143; HEK293-TRPC6, membrane potential dye, ACh-evoked depolarization; hits give low values; B-score at 10 µM; actives 1.1% (n = 310,000); AID 2553;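 active = B-score under library mean minus 3 SD, initial fluorescence not abnormally high, positive integrated signal ratio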;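 also: B-score derived from integrated fluorescence ratio over the kinetic read; more negative B-score means stronger inhibition of depolarization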
TRPC4 block: inhibitors of mouse TRPC4 channel. Q9QUQ5. HEK293 TRPC4beta/mu-opioid, DAMGO-evoked Fluo4 calcium flux; hits give low values. B-score at 10 µM. actives 0.39% (n = 300,000). AID 2247;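 active = B-score over 3 SD under the library average, no early fluorescence shift, positive overall ratio signal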
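Assay system: TRPC4beta/mu-opioid receptor HEK293 cell line; compound dosing: single concentration per test compound; detection: Fluo4 Ca2+ flux fluorescence; evaluation: per-well B score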
MrgX1 antagonist: blocks BAM8-22 activation of human MrgX1 receptor | MRGX1-HEK293 calcium flux, Fluo-4, BAM8-22 antagonism; hits give low values | B-score at 10 µM | actives 1.3% (n = 310,000) | AID 588676;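 active = calcium-response B-score plate-corrected more than 3 library SD below zero, starting fluorescence within 5 deviations, no agonist response on first addition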;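 also: peak minus trough fluorescence over baseline after final BAM8-22 challenge near maximal dose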
* hit, by the source's call; i = inactive; nt = not tested or not shown.

Molecule,PolyA inh,TRPC4 agonist,TRPC4 potent,MrgX1 PAM,AI-2 QS mod,TRPC6 activator,MrgX1 ag,HIF act,TRPC6 inhibitor,TRPC4 block,MrgX1 antagonist
Cc1ccc(NS(=O)(=O)c2ccc(NC(=O)c3ccc(-c4ccccc4)cc3)cc2)c(C)c1,i,i,i,i,-5,i,i,-0.6,i,i,i
COc1cc(C(C)=O)ccc1Oc1ncnc2c1cnn2-c1ccc(C)c(C)c1,i,i,i,i,-5,i,i,-1.0,i,i,i
CCOc1ccc(C(C)=O)cc1CN1C(=O)c2ccccc2S1(=O)=O,i,i,i,i,12,i,i,-0.2,i,i,i
COc1ccc(NCc2nnc(SCC(=O)c3ccc(OC)cc3)n2C)cc1,i,i,i,i,20,i,i,1.8,i,i,i
O=C(Nc1ccccc1)OC1C2CCC1C(N1CCCCC1)CC2 (stereo unspecified),i,i,i,i,9,i,i,0.1,i,nt,i
CC(C)CN1C(=O)c2ccc(C(=O)Nc3ccc(O)cc3C(=O)O)cc2C1=O,i,i,i,i,14,i,i,-1.6,i,i,i
CCc1ccc(C2NC(c3ccc(CC)cc3)C([N+](=O)[O-])C(C)(C)C2[N+](=O)[O-])cc1 (stereo unspecified),i,i,i,i,20,i,i,0.0,i,i,i
CCOC(=O)c1sc2nc3c(cc2c1N)C(=O)CC(C)(C)C3,i,i,i,i,18,i,i,0.5,i,i,i
COc1cc(NS(=O)(=O)c2ccc(N/C=C\C(=O)c3ccc(C)cc3)cc2)nc(OC)n1,i,i,i,i,0,i,i,0.7,i,i,i
Cc1nnc(SCC(=O)N2CC(=O)Nc3ccccc32)n1Cc1ccccc1,i,i,i,i,17,i,i,0.7,i,i,i
CN(C)c1ccc(C(=O)/C=C/c2ccc(Br)cc2)cc1,i,i,i,i,7,i,i,0.9,i,i,i
Cc1ccccc1C([O-])=Nc1ccc[n+](-c2nc3ccccc3nc2NS(=O)(=O)c2ccccc2)c1,i,i,i,i,4,i,i,-0.2,i,i,i
O=C(CC1(O)C(=O)N(C/C=C/c2ccccc2)c2ccccc21)c1ccccn1 (stereo unspecified),i,i,i,i,28,i,i,0.7,i,i,i
Cc1cc(C)nc(-n2nc(C)cc2NC(=O)C(C)C)n1,i,i,i,i,11,i,i,0.0,i,i,i
CCOc1ccccc1/C=N/Nc1ccccc1[N+](=O)[O-],i,i,i,i,15,i,i,0.4,i,i,i
O=C(Nc1ccc(Nc2ccccc2)cc1)c1cccc(F)c1,i,i,i,i,-77*,i,i,-6.2,i,i,i
O=C(CCc1ccccc1)N1CCN(S(=O)(=O)c2cccs2)CC1,i,i,i,i,0,i,i,0.0,i,i,i
COc1ccc(NC(=O)CNC(c2ccccc2)c2ccccc2)cc1,i,i,i,i,28,i,i,-2.2,i,i,i
COc1cccc(N=c2oc3ccc(OC)cc3cc2-c2nc3ccccc3[nH]2)c1,i,i,i,i,-3,i,i,1.1,i,i,i
COc1cc2ccccc2cc1C(=O)Nc1ccc(C)cn1,i,i,i,i,11,i,i,4.2,i,i,i
Nc1ncnc2sc3c(c12)CCNC3,i,i,i,i,0,i,i,-22,i,i,i
CCOC(=O)Cc1c(C)nc2cc(-c3ccc(Cl)cc3)[nH]n2c1=O,i,i,i,i,11,i,i,0.0,i,i,i
CN(C)S(=O)(=O)c1ccc(NC(=O)CN2CCN(c3ccccn3)CC2)cc1,i,i,i,i,-28,i,i,-0.8,i,i,i
COc1ccc(CNC(=O)C2CCN(C(=O)c3ccc(-c4ccccc4)cc3)CC2)cc1,i,i,i,i,20,i,i,0.2,i,i,i
O=C(NCc1cccnc1)c1cc(Cl)ccc1[N+](=O)[O-],i,i,i,i,12,i,i,-0.1,i,i,i

Single entries from the results shown.
`COc1cc(C(C)=O)ccc1Oc1ncnc2c1cnn2-c1ccc(C)c(C)c1` – AI-2 QS mod: -5
`Cc1ccccc1C([O-])=Nc1ccc[n+](-c2nc3ccccc3nc2NS(=O)(=O)c2ccccc2)c1` – AI-2 QS mod: 4

Following part:
Molecule,PolyA inh,TRPC4 agonist,TRPC4 potent,MrgX1 PAM,AI-2 QS mod,TRPC6 activator,MrgX1 ag,HIF act,TRPC6 inhibitor,TRPC4 block,MrgX1 antagonist
O=C(O)Cc1c(C(=O)O)[nH]c2ccc(C(=O)O)cc12,i,i,i,i,16,i,i,-0.6,i,i,i
CCCCCCn1c(SCC(=O)c2ccccc2)nc2c1c(=O)[nH]c(=O)n2C,i,i,i,i,10,i,i,0.0,i,i,i
N#Cc1cccc(NC(=O)CN2CCCCCC2)c1,i,i,i,i,24,i,i,-0.3,i,i,i
CCN1CCN(c2ccc(NC(=O)c3cnccn3)cc2)CC1,i,i,i,i,9,i,i,2.2,i,i,i
NC1CCN(c2c(F)cc3c(=O)c(C(=O)O)cn(C4CC4)c3c2Cl)C1 (stereo unspecified),i,i,i,i,-88*,i,i,0.4,i,i,i
COc1ccc(Cl)cc1Nc1nc(C)cc(C)c1C(N)=O,i,i,i,i,17,i,i,-0.1,i,i,i
Cc1ccc(NC(=O)c2ccccc2OCc2ccc([N+](=O)[O-])cc2)nc1,i,i,i,i,16,i,i,0.4,i,i,i
Cc1c(Nc2cc(=O)oc3ccccc23)c(=O)n(-c2ccccc2)n1C,i,i,i,i,29,i,i,-0.2,i,i,i
Cc1ccc(Nc2cc(C)nc3nnnn23)cc1,i,i,i,i,11,i,i,-0.8,i,i,i
Cc1nn(CC(=O)c2cccc(Cl)c2)c(C)c1[N+](=O)[O-],i,i,i,i,7,i,i,0.2,i,i,i
Cc1ccccc1-n1ncc(C(C)NC(=O)c2ccco2)c1C (stereo unspecified),i,i,i,i,-7,i,i,0.8,i,i,i
C/C(=N/NC(=O)c1cccs1)c1ccc(NC(=O)COc2ccc(Cl)cc2)cc1,i,i,i,i,26,i,i,1.7,i,i,i
Cc1nnc(NC(=O)c2ccc3ccccc3n2)s1,i,i,i,i,23,i,i,5.0,i,i,i
Cc1cccc(N2C(=O)SC(N(C)c3ccccc3)C2=O)c1 (stereo unspecified),i,i,i,i,11,i,i,0.7,i,i,i
CCC(CC)C(=O)Nc1ccc(Nc2ccccc2)cc1,i,i,i,i,-44,i,i,0.3,i,i,i
COc1ccccc1C(=O)NNC(=O)c1cccc(C)c1,i,i,i,i,20,i,i,3.8,i,i,i
COc1ccccc1-n1c(C)nnc1SCC(=O)Nc1cccc(C(C)=O)c1,i,i,i,i,15,i,i,0.0,i,i,i
N#Cc1ccc(C(=O)NC2=NCCS2)cc1,i,i,i,i,19,i,i,3.5,i,i,i
COc1ccc(CC(=O)NCC2(N3CCCCC3)CCCCC2)cc1,i,i,i,i,17,i,i,0.0,i,i,i
O=C(N/N=C/c1ccc(Sc2ccccn2)o1)c1cccc([N+](=O)[O-])c1,i,i,i,i,37,i,i,0.0,i,i,i
N#Cc1cc2c(nc1SCC(=O)NCc1ccc3c(c1)OCO3)CCCCC2,i,i,i,i,17,i,i,0.4,i,i,i
COc1cccc(NC(=O)CCC(=O)Nc2ccc3nc(N4CCOCC4)cc(C)c3c2)c1,nt,i,i,i,2,i,i,2.7,i,i,i
N#Cc1nc(-c2ccccc2F)oc1NCc1cccc2c1OCO2,i,i,i,i,-87*,i,i,-0.3,i,i,i
Cc1ccc(C)c(NC(=O)NNS(=O)(=O)c2ccc(C)c(C)c2)c1,i,i,i,i,7,i,i,-1.3,i,i,i
Cc1ccc(C(C(=O)NC2CCCC2)N(C(=O)Cc2cccs2)c2ccc(C)c(C)c2)o1 (stereo unspecified),nt,i,i,i,nt,i,i,nt,i,i,i

Molecule,PolyA inh,TRPC4 agonist,TRPC4 potent,MrgX1 PAM,AI-2 QS mod,TRPC6 activator,MrgX1 ag,HIF act,TRPC6 inhibitor,TRPC4 block,MrgX1 antagonist
O=c1c2sccc2n(Cc2cc(=O)n3ccccc3n2)c(=O)n1-c1ccccc1,i,i,i,i,-6,i,i,0.3,i,i,i
CCc1ccc(NC(=O)[C@H](C)NC(=O)C2CCN(C(=O)[C@@H](NC(=O)OC(C)(C)C)C(C)C)CC2)cc1,i,i,i,i,9,i,i,-2.0,i,i,i
CCC(C)(C)NC(=O)CN(Cc1cccs1)C(=O)C(=O)Nc1ccc2c(c1)OCCO2,i,i,i,i,-3,i,i,nt,i,i,i
O=S(=O)(Nc1cccc(S(=O)(=O)N2CCOCC2)c1)c1ccc2c(c1)OCCO2,i,i,i,i,7,i,i,-0.2,i,i,i
Cc1ccc(S(=O)(=O)c2cc3ccccc3nc2N)cc1,i,i,i,i,7,i,i,-0.8,i,i,i
CN(CC(=O)Nc1cc(S(=O)(=O)N2CCOCC2)ccc1Cl)C1CCS(=O)(=O)C1 (stereo unspecified),i,i,i,i,23,i,i,0.2,i,i,i
CCOCCCNC(=O)C1CCN(S(=O)(=O)c2cc(Br)cc3c2N(C(=O)CC)CC3)CC1,i,i,i,i,6,i,i,0.2,i,i,i
COCc1cc(=O)[nH]c(Cc2c(Cl)cccc2Cl)n1,i,i,i,i,16,i,i,-1.9,i,i,i
CN1C(=O)C2(c3ccccc31)c1c(oc3ccccc3c1=O)C(=O)N2CCO (stereo unspecified),i,i,i,i,27,i,i,-0.2,i,i,i
COc1ccc(S(=O)(=O)NC(C)C(=O)Nc2ccccc2)cc1Cl (stereo unspecified),i,i,i,i,-6,i,i,0.4,i,i,i
CC(C)(CNC(=O)c1ccc(-c2ccccc2Cl)o1)N1CCOCC1,nt,i,i,i,20,i,i,2.7,i,i,i
COCCCN1C(=O)C(=O)/C(=C(/O)c2ccc(OCC(C)C)cc2C)C1c1cccnc1 (stereo unspecified),i,i,i,i,18,i,i,nt,i,i,i
CCCCC12CN3CCN(CC(C3)/C1=N\NC(=O)c1ccccc1N)C2,i,i,i,i,4,i,i,nt,i,i,i
Cc1ncsc1CCOC(=O)c1ccc([N+](=O)[O-])cc1,i,i,i,i,46,i,i,0.1,i,i,i
CCn1c(=S)sc2c(=O)[nH]c(C)nc21,i,i,i,i,15,i,i,-0.1,i,i,i

These rows are one share of the data; rates above refer to the full screens.
